Screens: PubChem BioAssay, Southern Research Specialized Biocontainment Screening Center
M. tuberculosis = growth inhibition of non-replicating M. tuberculosis (AID 488890). Mycobacterium tuberculosis non-replicating, growth inhibition; higher % means a stronger effect. one-dose inhibition, % at 25 µM; IC50 in µM for titrated hits. actives 0.39% (n = 320,000); in the data active means a potency from the dose series; inconclusive means inhibition mostly from about 82% at the one dose, without a potency; inactive means the rest, 99 in 100 with inhibition below about 76%;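 further: plate controls were DMSO cells for no effect and high antibiotic wells for full effect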
inhibitors of VEEV = inhibitors of VEEV TC-83 cytopathic effect, confirmation, Vero cells (AID 588727). Vero cells, VEEV TC-83 cytopathic effect inhibition; higher % means a stronger effect. inhibition, % at 20 µM; hits with a dose series show IC50 in µM. actives 0.13% (n = 350,000); in the data active means a potency from the dose series; inconclusive means inhibition mostly from about 14% at the one dose, without a potency; inactive means the rest, 99 in 100 with inhibition below about 12%; further: strong numbers were not always called active
M. tuberculosis HTS = M. tuberculosis growth inhibition, HTS (AID 449762); actives 0.59% (n = 330,000); M. tuberculosis H37Rv growth inhibition, 7H9 media; higher % means a stronger effect; inhibition, % at 25 µM, or IC50 in µM where a hit was titrated; in the data active means a potency from the dose series; inconclusive means inhibition above about 70% without an active follow-up result;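 further: bacterial growth assessed after seven days of incubation; strong numbers were not always called active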
Salmonella PhoP GFP = PhoP regulon inhibitors, Salmonella typhi PhoP promoter GFP reporter, confirmatory (AID 1850); Salmonella Typhi PhoP-promoter GFP reporter, fluorescence, 4 h; higher % means a stronger effect; inhibition, % at 50 µM, or IC50 in µM where a hit was titrated; actives 0.33% (n = 310,000); in the data active means a potency from the dose series; inconclusive means inhibition mostly from about 25% at the one dose, without a potency; inactive means the rest, 99 in 100 with inhibition below about 19%;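 further: 0% = induced wells with vehicle and 100% = uninduced wells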
H1N1 NS1A inhibition = NS1A inhibition, H1N1 influenza, cell based functional assay (AID 504329); NS1A functional cell-based assay, percent inhibition; higher % means a stronger effect; actives 0.3% (n = 340,000); inhibition, % at 12.5 µM, or IC50 in µM where a hit was titrated; in the data active means a potency from the dose series; inconclusive means inhibition above about 27% without an active follow-up result; further: strong numbers were not always called active
inhibitors of VEEV 10K pilot screen = also measured in inhibitors of VEEV; calls as there; inhibition, %; measured here: 10K pilot screen inhibition
Starred values were filed as active, the others as inactive; i = inactive; ? = inconclusive; . = no result given.

SMILES	M. tuberculosis	inhibitors of VEEV	M. tuberculosis HTS	Salmonella PhoP GFP	H1N1 NS1A inhibition	others
COC(=O)C1=C(c2cccc(C#N)c2)C[C@@H]2CC[C@H]1N2C(=O)NCCCOC(C)C	-1%	i	10%	.	-13%
CC1=NN(c2ccc(C(=O)O)cc2)C(=O)CC1	14%	0.5%	0%	-7%	21%
CCOC(=O)c1c(NC(=O)CSc2nnnn2C)sc(C(=O)N(C)C)c1C	16%	1.0%	-9%	-1%	4%
COc1ccc(NC(=O)C2CCC(C(C)(C)C)CC2)cc1S(=O)(=O)N1CCCCC1 (centres undefined)	14%	i	-2%	-5%	6%
CCOC(=O)COc1cc2c3c(c(=O)oc2cc1C)CCCC3	?	1.8%	?	3%	-20%
Cc1ccc(CONC(=O)c2ccc(OC(F)F)cc2)cc1	17%	1.0%	6%	-5%	-4%
Cc1noc(C)c1NC(=O)N(C)C[C@H]1Oc2ccc(NC(=O)NC(C)C)cc2C(=O)N([C@H](C)CO)C[C@@H]1C	-2%	0.8%	6%	.	-15%
Cc1cc(C)n2ncc(C(=O)NC3CCCCC3)c2n1	16%	i	4%	1%	2%
COc1cccc(C(=O)Nc2ccc3c(c2)C(=O)N(CC2CCCO2)C3=O)c1 (centres undefined)	43%	1.8%	7%	-2%	-1%
Cc1cc(=O)oc2c1c(C)nn2-c1ccc(Cl)cc1	-5%	i	4%	0%	13%	inhibitors of VEEV 10K pilot screen=1.7
COC(=O)C1=C(C)OC(N)=C(C#N)C1c1cccnc1 (centres undefined)	22%	4.0%	5%	-6%	-5%
O=C(Nc1ccc(Cl)cc1)C(c1ccccc1)N1CCOCC1 (centres undefined)	21%	0.7%	7%	-7%	0%
O=C(/C=C/c1ccccc1)N(Cc1cccs1)C1CCS(=O)(=O)C1 (centres undefined)	5%	1.2%	1%	1%	-3%
COC(=O)C1=C(C)Nc2sc(C(N)=O)c(N)c2C1c1ccncc1 (centres undefined)	2%	i	3%	-2%	1%
COc1ccc(NC(=O)N(C)C[C@H]2Oc3c(NS(=O)(=O)c4ccc(OC)cc4)cccc3C(=O)N([C@H](C)CO)C[C@@H]2C)cc1	18%	0.4%	-10%	.	9%
CCCCN(C)CCn1c(=S)[nH]c2cc(OCC)c(OCC)cc2c1=O	12%	0.3%	8%	5%	2%
CCOc1c(C=C(C#N)C#N)c2ccccc2n1CC	-3%	i	4%	-9%	2%
CCCCN=C(N)/C(C(=O)OCC)=C(\O)c1ccc(OC)cc1	17%	1.8%	-6%	-8%	-19%	inhibitors of VEEV 10K pilot screen=1.8
Cc1ccc(N2CCN(S(=O)(=O)c3c(C)noc3C)CC2C)cc1 (centres undefined)	14%	1.5%	7%	-4%	-4%
CC(C)(C)N(Cc1ccccc1)C(=O)COC(=O)c1ccc(Br)o1	67%	1.8%	9%	.	-13%
CCOC(=O)c1cc(NC(=O)c2ccc(Cl)cc2)c(=O)oc1-c1ccccc1	-15%	2.7%	2%	-1%	-1%
C/C(=N/NC(=O)Cc1cccs1)c1ccco1	-8%	0.5%	-12%	-5%	-7%
COc1ccc(NC(=O)[C@H](NC(=O)[C@@H]2Cc3ccccc3CN2)c2ccccc2)cc1	-1%	4.0%	4%	0%	-5%
C[C@]12CCC(=O)C[C@@H]1CC[C@@H]1[C@@H]2CC[C@]2(C)C=CC[C@@H]12	-2%	0.1%	98%	-2%	2%
Cc1ccc(CNC(=O)c2cn(C)c(=O)c3c2c2ccccc2n3C)o1	12%	6.6%	2%	-1%	7%
COC(=O)c1c(C)oc2ccc(N(C(=O)c3ccncc3)S(=O)(=O)c3ccc4ccccc4c3)cc12	58%	i	5%	5%	31%
CCCCCCCC(=O)N/N=C/c1ccco1	-9%	1.2%	?	-1%	15%
CN(C)CCN(C(=O)CN1C(=O)c2ccccc2C1=O)c1nc2cc3c(cc2s1)OCCO3	-9%	0.7%	-1%	-5%	-12%
O=C(CC(C(=O)O)c1ccc(Cl)cc1)c1ccccc1 (centres undefined)	10%	3.8%	4%	-12%	-1%
O=C(Nc1ccc2c(c1)OCO2)N1CCN(c2ncc(C(F)(F)F)cc2Cl)CC1	25%	i	4%	-1%	15%
Cc1ccc(NC(=O)CN2C(=O)S/C(=C\c3ccc(C(=O)O)cc3)C2=O)cc1	-9%	2.1%	-2%	-5%	3%
COc1ccc(C(=O)NCCN2CCCC2)cc1[N+](=O)[O-]	-7%	i	-7%	2%	-8%
COCCOC(=O)C1=C(N)Oc2c(c(=O)oc3ccccc23)[C@@]12C(=O)Nc1ccccc12	10%	1.6%	-7%	3%	-2%	inhibitors of VEEV 10K pilot screen=0.0
CC(C)Nc1oc(-c2cccc3ccccc23)nc1C#N	5%	0.8%	-15%	-15%	2%
O=C(CCN1C(=O)/C(=C/c2ccccc2)SC1=S)NCCc1ccc(O)cc1	5%	?	-7%	-5%	-4%
C=Cn1ccnc1P(=S)(c1ccn(C)c1)c1nccn1C=C	13%	0.8%	-4%	-17%	9%
O=C(/C(=C(\[O-])c1ccccc1)[n+]1ccc2ccccc2c1)c1ccccc1	58%	0.2%	-4%	-16%	23%
CCOC(=O)C1(CCCc2ccccc2)CCN(C(=O)Cn2nc(C)nc2C)CC1	57%	i	1%	1%	1%
Cc1c(Cl)c(C(=O)NNC(=S)Nc2ccc(F)cc2)nn1C	12%	1.8%	4%	-1%	-8%
Cn1nc([N+](=O)[O-])nc1S(C)(=O)=O	.	9.7%	.	.	1%
O=C(CCNc1ccc(Cc2ccncc2)cc1)c1cccc([N+](=O)[O-])c1	?	i	39%	7%	0%
COc1ccc(S(=O)(=O)Nc2nnc(C)s2)cc1	13%	1.0%	5%	-2%	-2%
Cc1ccc(CSCc2nnc(SCC(=O)N3CCN(c4ccccc4)CC3)n2C)cc1	6%	i	-3%	-5%	0%	inhibitors of VEEV 10K pilot screen=0.7
COCCn1c(-c2ccc(SC)cc2)nc2c1c(=O)[nH]c(=O)n2CC(C)C	5%	1.0%	1%	-8%	7%
CC(=O)Nc1ccc(C(=O)COC(=O)c2cccs2)c(F)c1	57%	0.3%	-3%	.	-1%
CCN(CC(=O)NCc1ccc(Cl)cc1)C(=O)CSCC(=O)Nc1ccc(C)cc1	?	1.9%	-1%	6%	-2%
Cc1ccc(-c2ccc(SCC(=O)N3CCc4ccccc43)nn2)cc1	.	.	8%	14%	.
COc1ccc(CNCc2cc(C)c(OC)cc2C)c(OC)c1	4%	0.5%	9%	0%	1%
CC(C)/C=C1\CCCCC1N(C)C(=O)NC(C)C (centres undefined)	11%	i	4%	5%	1%	inhibitors of VEEV 10K pilot screen=1.8
CC(C)[C@H]1CN(C)CCN1Cc1cn(C)nc1-c1cccc(Cl)c1	10%	1.6%	-3%	19%	16%

(next part)
SMILES	M. tuberculosis	inhibitors of VEEV	M. tuberculosis HTS	Salmonella PhoP GFP	H1N1 NS1A inhibition	others
CN(C)CCN=Cc1c(O)n(-c2ccc(S(=O)(=O)N3CCOCC3)cc2)c(=O)c2ccccc12	.	0.2%	.	.	10%
O=c1c(Cl)c(NCc2ccc(F)cc2)cnn1C12CC3CC(CC(C3)C1)C2	3%	0.9%	3%	-5%	-1%	inhibitors of VEEV 10K pilot screen=1.7
COC(=O)C1CSc2[nH]c(=O)sc2C1c1ccc(OC)c(OC)c1 (centres undefined)	7%	3.0%	1%	3%	9%
CC1CCCC(NC(=O)CCCn2ncn3c(cc4occc43)c2=O)C1C (centres undefined)	-13%	i	7%	2%	-4%
NC(=O)C1CCN(C(c2ccccc2)c2nnnn2C2CCCC2)CC1 (centres undefined)	-8%	1.7%	-5%	-6%	13%
CCCNC(=O)CCc1c(C)nc2nc(-c3cc(OC)cc(OC)c3)nn2c1C	1%	7.3%	-5%	1%	-8%
CC(=O)Nc1ccc(S(=O)(=O)N2CCN(C(=O)c3ccccc3F)CC2)cc1	-2%	i	2%	-12%	20%
Cc1ccc(C23CC4CC(CC(C(=O)N5CCN(C)CC5)(C4)C2)C3)cc1	15%	0.4%	0%	4%	-10%
CC(=O)C1C(c2cccc(F)c2)NC(=O)NC1(O)C(F)(F)F (centres undefined)	-12%	i	7%	-7%	-8%
CCN(CC)S(=O)(=O)c1ccc(OC)c(NC(=O)c2ccc(=O)[nH]c2)c1	11%	1.9%	-4%	-10%	0%
Cc1cc(/C=C(\C#N)c2nnc(N3CCOCC3)n2-c2ccccc2)c(C)n1-c1ccccc1	27%	.	-2%	-6%	.
C[C@H](CO)N1C[C@H](C)[C@@H](CN(C)S(=O)(=O)c2cccs2)Oc2c(NC(=O)CCC(F)(F)F)cccc2C1=O	18%	i	-7%	.	-8%	inhibitors of VEEV 10K pilot screen=0.2
COc1cc(NC(=O)C2CSC3(C)CCC(=O)N23)c(OC)cc1Cl (centres undefined)	-4%	2.9%	-3%	1%	-16%
Cc1ccc(NS(=O)(=O)c2c(C)[nH]c(C)c2C(=O)N2CCCCC2)cc1F	4%	0.8%	-3%	-3%	-2%
CN1C(=O)C(CC(N)=O)N(NC(=O)c2ccc(Cl)cc2)C1=S (centres undefined)	-4%	1.6%	0%	-6%	-13%
C=CCNC(=S)Nc1cccc2[nH]ncc12	34%	1.6%	7%	-14%	6%
Cc1cc(=O)c(C(=O)Nc2ccc(N3CCOCC3)cc2N2CCOCC2)nn1-c1ccccc1Cl	-5%	11%	3%	.	5%
Cc1nc2c(O)cccc2cc1CO	76%	1.2%	6%	-10%	-24%
CCN(CC)C(=O)c1ncn(Cc2ccccc2)c1C(=O)N(CC)CC	3%	0.5%	-7%	.	-10%
